# L3MBTL1 block – qHTS Assay for the Inhibitors of L3MBTL1 | Potency, µM (top dose mostly 57.1 µM), inactives show top-dose activity, negative = inhibition, actives largely listed as inhibitors | 0.66% of 230,000 active | AlphaScreen L3MBTL1–H3K9me1 peptide binding | AID 485360, 2010; active means well fitted inhibition curve with a large enough effect; inconclusive means small, poorly fitted or top-dose-only effect; inactive means no such curve, though single readings can be large or run the other way; further: nearly all actives have a fitted effect of over 60% in size
# Target sequence (Q9Y468 whole entry, looked up): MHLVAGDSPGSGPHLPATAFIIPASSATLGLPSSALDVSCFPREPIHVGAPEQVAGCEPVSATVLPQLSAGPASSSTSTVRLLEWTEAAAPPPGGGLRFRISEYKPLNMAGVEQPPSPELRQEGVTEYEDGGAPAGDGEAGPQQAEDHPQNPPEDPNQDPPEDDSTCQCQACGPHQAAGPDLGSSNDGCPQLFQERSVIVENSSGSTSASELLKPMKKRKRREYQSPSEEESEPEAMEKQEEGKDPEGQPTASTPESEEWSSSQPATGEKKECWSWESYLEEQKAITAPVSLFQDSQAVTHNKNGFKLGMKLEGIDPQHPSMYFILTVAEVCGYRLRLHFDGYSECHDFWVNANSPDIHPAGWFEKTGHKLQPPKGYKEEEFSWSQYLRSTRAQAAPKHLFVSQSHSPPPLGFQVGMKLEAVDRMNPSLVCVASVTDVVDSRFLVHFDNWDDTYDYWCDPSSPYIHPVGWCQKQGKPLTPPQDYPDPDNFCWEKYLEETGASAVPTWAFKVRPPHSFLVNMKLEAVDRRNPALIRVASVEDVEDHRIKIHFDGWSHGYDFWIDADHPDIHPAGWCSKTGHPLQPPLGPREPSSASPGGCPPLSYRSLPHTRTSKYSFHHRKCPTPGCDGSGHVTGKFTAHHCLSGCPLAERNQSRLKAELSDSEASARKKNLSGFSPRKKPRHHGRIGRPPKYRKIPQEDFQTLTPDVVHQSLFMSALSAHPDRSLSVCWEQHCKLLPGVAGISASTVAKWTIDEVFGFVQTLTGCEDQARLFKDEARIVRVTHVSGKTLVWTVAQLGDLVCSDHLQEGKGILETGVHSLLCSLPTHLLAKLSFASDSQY
#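 First, the protein-peptide complex forms for 30 min at room temperature (L3MBTL1 50 nM, biotinylated H3K9me1 peptide 75 nM). Next, compounds are pin-transferred and incubated 30 min. Finally, AlphaScreen beads are added and read after 30 min.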
# Active calls of the source: *; ? = inconclusive; [ ] = dose if it differs, or a comment. On the % scale 0 is the no-effect control and ±100 the full control effect; potency means the concentration at half of the fitted maximal effect.
no.	compound	L3MBTL1 block
1	CCOC(=O)Cc1csc(NC(=O)CN2CCCCC2)n1	-4.5%
2	O=S(=O)(Nc1nc(-c2ccccc2)cs1)c1cc(Cl)ccc1Cl	-9.7%
3	O=C(NNC(=O)c1ccc2c(=O)n3c(nc2c1)CCC3)c1ccc(Cl)cc1	0.1%
4	CCN(Cc1ccccc1)C(=O)c1c(-c2ccccc2Cl)noc1C	4.0%
5	CCN(CC(=O)Nc1ccc(NC(C)=O)cc1)C(=O)/C=C/c1ccc([N+](=O)[O-])cc1	-3.6%
6	CC(C)=CC1C(C(=O)NCCOc2ccccc2)C1(C)C (centres undefined)	4.2%
7	O=C(c1ccc(-n2cncn2)c([N+](=O)[O-])c1)N1CCN(S(=O)(=O)c2ccc(F)c(F)c2)CC1	6.0%
8	COc1cccc(CNc2ccc3[nH]c(=O)[nH]c3c2)c1OCc1ccccc1Cl	?
9	C=CCSc1nnc(NC(=O)C2CSC3(C)CCC(=O)N23)s1 (centres undefined)	6.6%
10	Cc1ccc(OCCC(=O)OCC(=O)Nc2c(C)nn(-c3ccccc3)c2C)cc1	3.8%
11	COc1ccc(S(=O)(=O)N2CCC(C(=O)Nc3cc(Cl)ccc3N3CCOCC3)CC2)cc1OC	3.8%
12	Cc1ccc(-c2cc(C(=O)N3CC(C)OC(C)C3)c3ccccc3n2)o1 (centres undefined)	-1.1%
13	O=C(CN1CCN(S(=O)(=O)c2cccc(F)c2)CC1)NCC1(N2CCOCC2)CCCCC1	3.1%
14	COc1cc(C(=O)OCC(=O)Nc2cccc(S(=O)(=O)N3CCCC3)c2)ccc1OCC(C)C	1.2%
15	O=C(c1ccco1)N1CCN(C(=O)c2cn(-c3ccccc3)nc2-c2ccccc2)CC1	0.0%
16	CC(=O)N1CCN(c2ccc(NC(=O)c3ccc(C)c([N+](=O)[O-])c3)cc2)CC1	-12.2%
17	O=C(COC(=O)c1cc(Cl)nc(Cl)c1)Nc1ccc(Cl)c(S(=O)(=O)N2CCOCC2)c1	6.6%
18	N#Cc1ccc(OCC(=O)Nc2nc(-c3cccnc3)cs2)cc1	-11.6%
19	CCOC(=O)C1=C(COC(=O)CCOc2ccc(C)cc2)NC(=O)NC1C (centres undefined)	-3.1%
20	COc1cc(NC(=O)COC(=O)CO/N=C(\C)c2ccc3c(c2)OCO3)cc(OC)c1	6.6%
21	COc1ccc(N(CC(=O)NC(C)C)C(=O)CCC(=O)Nc2ccccn2)cc1	3.2%
22	C[C@H](CO)N1C[C@H](C)[C@@H](CN(C)Cc2ccc3c(c2)OCO3)Oc2c(NS(=O)(=O)c3cn(C)cn3)cccc2C1=O	2.0%
23	O=C(NCc1ccc(Cl)cc1)C(=O)NCC1CCCN1S(=O)(=O)c1cccs1 (centres undefined)	-6.6%
24	COc1ccc(S(=O)(=O)N2CCN(C(=O)c3sccc3-c3ccccc3)CC2)cc1	2.7%
25	COc1ccc([C@@H]2CC=C(C(=O)O)[C@H](c3ccc(Br)cc3)N2S(=O)(=O)c2ccc(C)cc2)cc1OC	2.8%

# Ordered by formula weight (ascending): 3 of the compounds above
no.	compound	L3MBTL1 block
1	CCOC(=O)Cc1csc(NC(=O)CN2CCCCC2)n1	-4.5%
7	O=C(c1ccc(-n2cncn2)c([N+](=O)[O-])c1)N1CCN(S(=O)(=O)c2ccc(F)c(F)c2)CC1	6.0%
11	COc1ccc(S(=O)(=O)N2CCC(C(=O)Nc3cc(Cl)ccc3N3CCOCC3)CC2)cc1OC	3.8%

# (next part)
no.	compound	L3MBTL1 block
26	Cc1cc2c(cc1S(=O)(=O)N1CCN(c3ccccc3)CC1)OCCN2C	?
27	Cc1ccc(NC(=O)CSCC(=O)OCc2cc(=O)oc3cc(O)ccc23)c(C)c1	6.3%
28	Cc1ccc(N(CCC#N)C(=O)COC(=O)c2cc(C)no2)cc1	-3.3%
29	Cc1cccc(N2CCN(C(=O)CCC(=O)N3CC(C)Oc4ccc(C)cc43)CC2C)c1 (centres undefined)	-14.0%
30	C=C(C)Cn1c(N2CCCC2)nc2c1c(=O)n(C)c(=O)n2C	13.8%
31	Cc1ccc(C)c(OCCC(=O)N2CCN(S(=O)(=O)c3ccc([N+](=O)[O-])cc3)CC2)c1	-0.6%
32	CC(=O)Nc1ccc(CN2CCCN(C)CC2)cc1	0.5%
33	Cc1cccc(NC(=O)c2cccc(S(=O)(=O)N3CCCC3)c2)n1	2.8%
34	Cc1cc(C)c(NC(=O)CSCc2nc3sc(C)c(C)c3c(=O)[nH]2)c(Cl)c1	6.2%
35	CCOc1ccc(NC(=S)NC(=O)c2cccnc2)c([N+](=O)[O-])c1	-5.3%
36	COc1cccc(NC(=O)CN(C)C(=O)Cc2n[nH]c(=O)c3ccccc23)c1	2.9%
37	CC(=O)Nc1ccc(NC(=O)C(C)Sc2nc3ccccc3c(=O)n2CC2CCCO2)cc1 (centres undefined)	-3.9%
38	O=C(c1cnc(Cl)c(Cl)c1)N1CCN(S(=O)(=O)c2ccc3ccccc3c2)CC1	-1.5%
39	Cc1cccc(C)c1NC(=O)c1ccc(N2CCCC2=O)cc1	6.8%
40	COc1cccc(CNc2ccc(S(=O)(=O)N3CCN(C)CC3)cn2)c1	-2.6%
41	Cc1noc(C)c1C(=O)OC(C)C(=O)N1CCc2ccccc21 (centres undefined)	7.2%
42	Cc1ccc(S(=O)(=O)NCCC(=O)NNC(=O)COc2ccc(Br)cc2)cc1C	-5.7%
43	Cc1sc2ccccc2[n+]1CC(=O)c1ccccc1	2.9%
44	CCOC(=O)Cc1cn(C(=O)OC(C)(C)C)c2ccccc12	35.1%[activator]
45	COc1cc(C(=S)N2CCOCC2)cc(OC)c1OC(=O)c1ccccc1[N+](=O)[O-]	-3.4%
46	COc1cc(C(=O)NCC(=O)NCCN2C(=O)S/C(=C\c3ccc4c(c3)OCO4)C2=O)cc(OC)c1OC	-6.1%
47	CC(=O)Oc1c(-c2ccc(Br)o2)oc2ccccc2c1=O	0.0%
48	CCOC(=O)c1nn(-c2ccc(Cl)cc2)c(=O)c(C#N)c1C	-9.1%
49	CCCOc1ccc(CC(=O)NCCc2ccccc2)cc1OC	-7.3%
50	O=C(CCc1ccccc1)N1CCN(Cc2ccc(F)cc2Cl)CC1	-11.8%
51	CC(C)(C)N1CC(C(=O)Nc2ccc(S(N)(=O)=O)cc2)CC1=O (centres undefined)	28.0%
52	O=S(=O)(c1ccc(F)c(F)c1F)N1CCN(c2ncnc3sccc23)CC1	-1.3%
53	COc1cccc(CNC(=O)COC(=O)C2CC3CCCC(C2)C3=O)c1 (centres undefined)	8.3%
54	COC(=O)c1cccc(NC(=O)CCCN2C(=O)NC3(CCCC3)C2=O)c1	-1.6%
55	CC1CCCC(C)N1C(=O)CN1C(=O)c2ccccc2S1(=O)=O (centres undefined)	0.7%
56	COc1ccc(Nc2nc(N3CCN(S(=O)(=O)N(C)C)CC3)nc3ccccc23)cc1	5.3%
57	O=C(COC(=O)/C=C/c1ccc(C(F)(F)F)cc1)NC(=O)NCc1ccco1	-7.2%
58	O=S(=O)(NCCNS(=O)(=O)c1c(F)cccc1F)c1ccc2c(c1)OCCO2	-1.0%
59	Cc1cccnc1NC(=O)CSc1ncnc2sc(C)c(C)c12	?
60	COc1cc(C(=O)NN(CCC#N)C2=NS(=O)(=O)c3ccccc32)cc(OC)c1OC	-0.7%
61	CCN1CCN(CCC(=O)Nc2ccc(C)cc2)CC1	4.0%
62	CCOc1cc(C(=S)N2CCCC2)ccc1O	2.2%
63	C[C@H]1CN([C@@H](C)CO)C(=O)c2cccc(NC(=O)c3cnccn3)c2O[C@@H]1CN(C)C(=O)Nc1ccc2c(c1)OCO2	2.5%
64	O=C(Nc1cc(S(=O)(=O)N2CCOCC2)ccc1O)c1ccc(S(=O)(=O)N2CCCCC2)cc1	-0.5%
65	O=C(COC(=O)c1ccc(F)cc1F)NCCC1=CCCCC1	2.8%
66	COc1ccc(NC(=O)CN(C)C(=O)/C=C/c2cn(-c3ccccc3)nc2-c2ccc(F)cc2)cc1	23.2%
67	Cc1ccc(S(=O)(=O)N(Cc2cccc(F)c2)C(=O)N2CCN(C)CC2)cc1	5.1%
68	Cc1ccc(C(C)C)cc1OCC(=O)Nc1nnc(C2CC2)s1	3.2%
69	Cc1ccc(Nc2nc(NCCO)c3ccccc3n2)cc1C	-1.2%
70	O=C(COC(=O)Cc1ccc(Br)cc1)Nc1ccc(N2CCOCC2)cc1	-2.9%
71	O=C(COc1ccccc1Br)NC(=O)NC1CCCC1	-4.2%
72	NC(=O)CN(C/C=C/c1ccccc1)C/C=C/c1ccccc1	-4.4%
73	CCOc1ccc(C(=S)N2CCCC2)c(OCC)c1	-4.6%
74	CCCCN(C(=O)CSc1nc2ccccc2n1CC)C1CCS(=O)(=O)C1 (centres undefined)	3.5%
75	Cc1cccc(CC(=O)Nc2cccnc2)c1	-1.5%

# Continued.
no.	compound	L3MBTL1 block
76	CCCc1cc(=O)[nH]c(SCC(=O)Nc2ccc(Cl)c(S(=O)(=O)N3CCOCC3)c2)n1	-0.7%
77	O=C(COC(=O)C1CCC1)Nc1cccc(S(=O)(=O)N2CCOCC2)c1	1.6%
78	Cc1nnc(NC(=O)CN2C(=O)NC3(CCCC3)C2=O)s1	0.0%
79	CCC(C)c1ccc(NC(=O)NCCN2CCCCC2)cc1 (centres undefined)	-3.3%
80	CCCCn1c(SCC(=O)Nc2oc(C)c3c(C)n[nH]c(=O)c23)nc2cc(S(N)(=O)=O)ccc21	10.6%
81	O=C(CNC(=O)c1ccc(Cl)cc1Cl)OCn1nnc2ccccc2c1=O	-1.7%
82	O=C(c1ccc(-c2cccc([N+](=O)[O-])c2)o1)N1CCN(c2ccc([N+](=O)[O-])cc2)CC1	0.0%
83	O=C(NC1CC(=O)N(c2ccc3c(c2)OCCO3)C1)N1CCC(O)CC1 (centres undefined)	-2.7%
84	Cc1ccc(S(=O)(=O)CCC(=O)N(Cc2nnc(-c3ccc(Cl)cc3)o2)C2CC2)cc1	1.7%
85	COc1cccc(NC(=O)C(=O)NCCC2CCCCN2S(=O)(=O)c2cccs2)c1 (centres undefined)	-3.2%
86	COc1ccc(NC(=O)CCC(=O)c2cc(C)sc2C)cc1	-1.6%
87	Cc1cc(Nc2cccc(Cl)c2)c2ccccc2n1	5.3%
88	Cc1cc(NC(=O)CSC2=NS(=O)(=O)c3cc(Cl)ccc3N2)no1	9.8%
89	COc1ccccc1OCC(=O)Nc1ccccc1C(=O)NC1CC1	20.1%
90	O=C(CNC(=O)c1ccco1)NNC(=O)c1n[nH]c(=O)c2ccccc12	0.6%
91	Cc1c(NC(=O)C(C)Sc2nccn2C)c(=O)n(-c2ccccc2)n1C (centres undefined)	48.3%[activator]
92	CCN(Cc1nc2cc(Cl)ccc2c(=O)[nH]1)C(=O)c1cccc(OCc2c(C)noc2C)c1	-1.9%
93	Oc1cc(Nc2ccc(N3CCCCC3)cc2)cc2cccnc12	?
94	COc1cc(N)c(Cl)cc1C(=O)OC(C)C(=O)Nc1cccc(S(=O)(=O)N2CCOCC2)c1 (centres undefined)	-3.6%
95	O=C(Cc1n[nH]c(=O)c2ccccc12)N1CCN(S(=O)(=O)c2ccc(F)c(Cl)c2)CC1	6.1%
96	CCOC(=O)C1(Cc2cccc(OC)c2)CCCN(S(=O)(=O)CC)C1 (centres undefined)	2.2%
97	O=C1C(=O)N(c2ccccn2)C(c2ccc(Br)cc2)/C1=C(/O)c1ccc(Br)cc1 (centres undefined)	-7.0%
98	O=C(COC(=O)c1cccs1)NCCc1ccc(F)cc1	4.7%
99	Cc1ccc(NC(=O)c2cccc(S(=O)(=O)NCc3ccccc3)c2)nc1	1.5%
100	CCCCN(C(=O)C(C)Oc1cccc(Cl)c1)c1c(N)n(CCC)c(=O)[nH]c1=O (centres undefined)	2.3%
101	CCOC(=O)C1CCCN(S(=O)(=O)CCNC(=O)c2ccc(F)cc2)C1 (centres undefined)	11.5%
102	O=C(COC(=O)COc1ccc(Br)cc1)NC1CCCCCC1	-2.8%
103	O=C(/C=C/c1ccccc1)Nc1cc(NC(=O)/C=C/c2ccccc2)cc(C(=O)O)c1	-3.4%
104	C=CCN(c1ccccc1)S(=O)(=O)c1cccc(C(=O)N2CCN(c3ncccn3)CC2)c1	-0.8%
105	COc1ccc(S(=O)(=O)N2CCCCCC2)cc1C(=O)NCc1ccco1	-23.5%
106	O=C(O)C1CC(=O)N(CCc2ccc(F)cc2)C1 (centres undefined)	-3.8%
107	c1ccc2cc(OCCCn3ccnc3)ccc2c1	-1.0%
108	CCOC(=O)c1sc(NC(=O)CN2C(=O)NC3(CCC(C)CC3)C2=O)c(C(=O)OCC)c1C (centres undefined)	7.6%
109	Cc1ccc(S(=O)(=O)N2CCCC2)cc1C(=O)Nc1ccc(-n2cnnn2)cc1	3.7%
110	Cc1ccc(NC(=O)c2ccccc2OCC(=O)Nc2ccccc2F)cc1S(=O)(=O)N(C)C	-2.5%
111	CCOc1nc(Nc2ccccc2F)nc(OCC)n1	4.6%
112	COc1ccc(/C=N/N2CCN(c3ccccc3OC)CC2)cc1Br	0.6%[2.29 µM]
113	O=C(CNC1CCCCC1)Nc1ccc(Cl)cc1	1.3%[2.29 µM]
114	CC1CCN(S(=O)(=O)c2ccc(NC(=O)CN3C(=O)NC(C)(c4ccccc4)C3=O)cc2)CC1 (centres undefined)	-8.3%
115	O=C1N=C(N2CCCCC2)S/C1=C\c1ccc(Cl)cc1	6.9%
116	COCc1cc(C)nc(Nc2ccccc2OC)c1C#N	13.5%
117	CSCCC(NC(=O)c1ccco1)C(=O)NCC(c1ccco1)N1CCCCC1 (centres undefined)	0.5%
118	CC(OC(=O)CNC(=O)c1ccc(Br)cc1)C(=O)NC1CCCCC1C (centres undefined)	3.5%
119	CCc1ccccc1OCC(=O)N1CCN(c2ncccn2)CC1	0.0%
120	S=C(c1ccccc1)N1CCCC1	-1.5%
121	Nc1cc(N)nc(SCc2ccc(Cl)cc2)n1	8.0%

# A portion of the library; count on the stated rates, not on these rows.
